# FH mod: Identification of activators of human fumarate hydratase by quantitative high-throughput screening; Potency, µM (series often up to 79.9 µM), for the others: at the highest dose activity change, negative = inhibition, usual class: inhibitors; Fumarate hydratase, mitochondrial (Homo sapiens), P07954; FH coupled MDH/diaphorase resazurin fluorescence, 15 min; 54,000 compounds, 0.22% hits; also: the screen sought activators but most active calls are inhibition curves; nearly all actives have a fitted effect of over 45% in size
# Target sequence (P07954 whole entry, looked up): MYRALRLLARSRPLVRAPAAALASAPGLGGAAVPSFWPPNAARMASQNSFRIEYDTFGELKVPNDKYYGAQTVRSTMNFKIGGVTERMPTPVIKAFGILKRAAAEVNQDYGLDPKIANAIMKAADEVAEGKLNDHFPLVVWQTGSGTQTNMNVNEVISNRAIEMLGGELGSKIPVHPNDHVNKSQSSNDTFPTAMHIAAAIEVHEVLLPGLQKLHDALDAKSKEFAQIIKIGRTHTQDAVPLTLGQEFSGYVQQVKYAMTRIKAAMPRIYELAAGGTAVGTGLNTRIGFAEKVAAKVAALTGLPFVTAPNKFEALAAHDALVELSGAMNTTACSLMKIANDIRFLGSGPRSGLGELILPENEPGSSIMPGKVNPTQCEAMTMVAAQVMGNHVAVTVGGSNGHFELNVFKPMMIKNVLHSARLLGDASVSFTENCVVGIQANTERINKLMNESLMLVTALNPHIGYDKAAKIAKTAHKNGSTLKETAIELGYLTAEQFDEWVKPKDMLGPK
# NTMT1 inhibitor: NTMT1 methyltransferase inhibition; Potency, µM (series often up to 114 µM), for inactives: top-dose activity change, negative = inhibition, most hits filed as inhibitors; 59,000 compounds, 2.5% hits; NTMT1 MTase-Glo SAH luminescence, purified enzyme; AID 1645870;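 also: plate controls were DMSO vehicle for no effect and no enzyme for full effect; nearly all actives have a fitted effect of over 65% in size; many of its hits are not listed in these tables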
# Target sequence (Q9BV86 whole entry, looked up): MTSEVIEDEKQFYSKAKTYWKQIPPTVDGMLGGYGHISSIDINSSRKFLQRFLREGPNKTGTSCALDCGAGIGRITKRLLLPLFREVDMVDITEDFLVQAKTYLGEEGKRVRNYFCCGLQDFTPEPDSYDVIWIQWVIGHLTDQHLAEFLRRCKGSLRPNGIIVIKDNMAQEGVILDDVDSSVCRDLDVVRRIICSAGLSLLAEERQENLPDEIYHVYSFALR
# * marks the source's active call; other numbers are inactive results; ? = inconclusive; & = joins results of further samples; ! = not confirmed by another sample; [ ] = another dose, or the depositor's remark. Calls follow the shape of the dose curve; as a rule, active = well fitted curve in the direction sought with a large enough effect; inconclusive = small, poorly fitted or top-dose-only effect, or another doubt; inactive = no such curve, though single readings can be large; an effect the other way counts as inactive or inconclusive. Unless noted, % is scaled to controls: 0 for no effect and ±100 for the full control effect; potency is read from the fitted curve at half-maximal effect. An excerpt, so the mix of outcomes need not match the whole.
# Start of the data: the first 4 entries, ahead of the listing:
mol,FH mod,NTMT1 inhibitor
O=c1cc(-c2ccccc2)oc2ccccc12,-15%,100µM*
C=C1C(=O)O[C@H]2[C@@H]1CCC(C)=CCC[C@@]1(C)O[C@@H]21,2%[53.3 µM],-6%[57.5 µM]
COc1c2c(c(C)c3c1C(=O)OC3)O[C@@]1(C)C[C@@H](O)[C@]34O[C@](OC)(CC[C@]3(C)[C@H]1C2)OC4(C)C,1%[53.3 µM],-10%[29.8 µM]
C=CC(=O)Nc1cc(Nc2nccc(-c3cn(C)c4ccccc34)n2)c(OC)cc1N(C)CCN(C)C,0%,25µM*

# Results, repeating the preview:
mol,FH mod,NTMT1 inhibitor
O=c1cc(-c2ccccc2)oc2ccccc12,-15%,100µM*
C=C1C(=O)O[C@H]2[C@@H]1CCC(C)=CCC[C@@]1(C)O[C@@H]21,2%[53.3 µM],-6%[57.5 µM]
COc1c2c(c(C)c3c1C(=O)OC3)O[C@@]1(C)C[C@@H](O)[C@]34O[C@](OC)(CC[C@]3(C)[C@H]1C2)OC4(C)C,1%[53.3 µM],-10%[29.8 µM]
C=CC(=O)Nc1cc(Nc2nccc(-c3cn(C)c4ccccc34)n2)c(OC)cc1N(C)CCN(C)C,0%,25µM*
C[C@@H]1C(=O)O[C@H]2CC34[C@H]5C[C@@H](C(C)(C)C)C36[C@@H](OC(=O)[C@@H]6O)O[C@@]4(C(=O)O5)[C@]21O (stereo not given in full),0%[53.3 µM],-4%[29.8 µM]
Cc1onc(-c2c(Cl)cccc2Cl)c1CC(=O)NCc1ccc(OCC(F)(F)F)nc1,-9%,7%[57.5 µM]
CC(C)C[C@H](NC(=O)CNC(=O)[C@H](Cc1ccc(O)cc1)NC(=O)[C@H](CO)NC(=O)[C@H](Cc1c[nH]c2ccccc12)NC(=O)[C@H](Cc1cnc[nH]1)NC(=O)[C@@H]1CCC(=O)N1)C(=O)N[C@@H](CCCN=C(N)N)C(=O)N1CCC[C@H]1C(=O)NCC(N)=O (stereo in doubt),-1%[53.3 µM],-5%[57.5 µM]
COC(=O)c1c(CC=C(C)C)c(OC2OC(CO)C(O)C(O)C2O)c2ccccc2c1OC1OC(CO)C(O)C(O)C1O (stereo not given),-4%[20.6 µM],9%[12.6 µM]
O=C(O)C1CCCN(CCC=C(c2ccccc2)c2ccccc2)C1 (stereo not given),-1%&-3%[53.3 µM],5%
OC[C@H]1O[C@@H](OCCc2ccccc2)[C@H](O)[C@@H](O)[C@@H]1O,1%,7%[57.5 µM]
CC(C)(C[C@@](O)(Cc1cc2ccncc2[nH]1)C(F)(F)F)c1cc(F)ccc1O,-8%,-1%[57.5 µM]
COc1ccc(CCN2CCC(Nc3nc4ccccc4n3Cc3ccc(F)cc3)CC2)cc1,-9%[53.3 µM],?
Cc1onc(-c2ccccc2)c1-c1ccc(S(N)(=O)=O)cc1,1%[53.3 µM],-5%
COCCOc1cnc2ccn([C@H](C)c3nnc4c(F)cc(-c5cnn(C)c5)cn34)c(=O)c2c1,2%,2%[57.5 µM]
COc1cc(C(=O)NCC2(N(C)C)CCCC2)cc(OC)c1OCc1ccccc1,1%,4%[57.5 µM]
O=C(NN1CCCCC1)c1nn(-c2ccc(Cl)cc2Cl)c(-c2ccc(C#Cc3ccc(C(F)(F)F)cc3)s2)c1CNS(=O)(=O)N1CCCC1,7%,-13%[57.5 µM]
Cc1cc(C)c(Nc2ccnc(Nc3ccc(C#N)cc3)n2)c(C)c1,-8%,-1%[57.5 µM]
Cc1cccc(Oc2cnc(=O)[nH]c2)c1,7%,3%[57.5 µM]
O=C(C(c1ccccc1)c1ccccc1)N1CCN(CC(O)COc2cccc3ncccc23)CC1 (stereo not given),?,2%
OC/C=C/C=C/[C@H]1Cc2cc(O)cc(O)c2O1,-5%,?
COC(=O)C1=COC(OC2OC(CO)C(O)C(O)C2O)C2C(C)C(OC(=O)/C=C/c3ccc(O)cc3)C(O)C12 (stereo not given),-13%[53.3 µM],13%[29.8 µM]
CN(C)CCCN1c2ccccc2Sc2ccc(Cl)cc21,?,?
C[C@]12CC[C@@H]3c4ccc(OC(=O)c5ccccc5)cc4CC[C@H]3[C@@H]1CC[C@@H]2O,-11%,-2%[57.5 µM]
COc1ccc(/C=C\C(=O)O)c(O[C@@H]2O[C@H](CO)[C@@H](O)[C@H](O)[C@H]2O)c1,0%[53.3 µM],15%[29.8 µM]
C=CC(=O)Nc1cc(Nc2ncc(Cl)c(-c3c[nH]c4ccccc34)n2)c(OC)cc1N(C)CCN(C)C,-7%,20µM*
C[C@@H]1O[C@@H](O[C@H]2[C@H](O[C@H]3[C@H](O[C@H]4CC[C@@]5(C)C(CC[C@]6(C)C5CC=C5[C@@H]7CC(C)(C(=O)O)C[C@@H](O)[C@]7(C)CC[C@]56C)[C@@]4(C)CO)O[C@H](C(=O)O)[C@@H](O)[C@@H]3O)O[C@H](CO)[C@H](O)[C@@H]2O)[C@H](O)[C@H](O)[C@H]1O (stereo not given in full),-2%[20.6 µM],24%[12.6 µM]
Cc1cccc(C)c1NC(=O)CC12CCCN1CCC2,1%[53.3 µM],13%[57.5 µM]
COc1ccc([C@H](Cc2ccncc2)c2ccccc2)cc1OC1CCCC1,-3%,-8%[57.5 µM]
CN(C)CCC=C1c2ccccc2C=Cc2ccccc21,-12%&3%&4%[53.3 µM],?
O=C(O)C1(c2ccc(-c3ccc(Cl)c(Cl)c3)c(F)c2)CC1,-2%,?
Cc1ccc(C)c(NC(=O)CNS(=O)(=O)c2ccc3[nH]c(=O)oc3c2)c1,-4%,-3%[57.5 µM]
C=C1C(=O)OC2/C=C(\COC(C)=O)CC/C=C(\C=O)CC(OC(=O)CC(C)C)C12 (stereo not given),-4%[53.3 µM],-8%[29.8 µM]
O=C(/C=C/c1ccc(O)cc1)OC[C@H]1O[C@@H](O/C(=C\c2ccccc2)C(=O)O)[C@H](O)[C@@H](O)[C@@H]1O,17%[53.3 µM],12%[29.8 µM]
CC1CC(=O)[C@]2(O)C(C(=O)OCCc3ccc(O)cc3)=CO[C@@H](O[C@@H]3O[C@H](CO)[C@@H](O)[C@H](O)[C@H]3O)[C@H]12 (stereo not given in full),7%[53.3 µM],10%[29.8 µM]
COc1cc(O)cc(C)c1C(=O)OC1C(CO)OC(n2ccc(=O)[nH]c2=O)C1OC(C)=O (stereo not given),-2%[53.3 µM],5%[29.8 µM]
CC(C)N(CCC(=O)c1ccc2ccccc2c1)Cc1ccccc1,?,50µM*
O=C(O)CCCc1ccccc1,-15%,11%
CC(=O)OCC(=O)[C@@]1(O)[C@H](C)C[C@H]2[C@@H]3CCC4=CC(=O)C=C[C@]4(C)[C@@]3(F)[C@@H](O)C[C@@]21C,-13%,3%&38%[57.5 µM]
CN1CCN(N)CC1,5%[53.3 µM],13%[57.5 µM]
CC(=O)N1CCN([C@H]2CCN(C(=O)N(C)[C@H](C)c3cc(C(F)(F)F)cc(C(F)(F)F)c3)[C@@H](c3ccc(F)cc3C)C2)CC1,2%,2%[57.5 µM]
O=C(CCCCc1ccc2ccccc2c1)C(F)(F)F,-2%[162 µM],3%
COC(=O)C1=COC(OC2OC(CO)C(O)C(O)C2O)C2C1CC(OC(=O)C(O)CC(=O)O)C2C (stereo not given),1%[53.3 µM],15%[29.8 µM]
COc1c2c(c(C)c3c1C(=O)OC3)O[C@@]1(C)CCC3(C(C)(C)O)OC(=O)CC[C@]3(C)[C@H]1C2 (stereo not given in full),0%[53.3 µM],8%[29.8 µM]
COC(=O)N[C@@H](C)CNc1nccc(-c2cn(C(C)C)nc2-c2cc(Cl)cc(NS(C)(=O)=O)c2F)n1,-4%,9%
NC[C@@](O)(c1ccc(Cl)cc1)c1ccc(-c2cn[nH]c2)cc1,?,11%
CNCC(O)c1ccc(O)c(O)c1 (stereo not given),6.9µM*!,?
CC(=O)OC1C(O)C(C)=C(CCC(C)CC(=O)O)C2(C)CCCC(C)(C)C12 (stereo not given),0%[53.3 µM],14%[29.8 µM]
CC1=C(C(=O)O[C@@H]2O[C@H](COC3OCC(O)C(O)C3O)[C@@H](O)[C@H](O)[C@H]2O)C(C)(C)CCC1 (stereo not given in full),0%[53.3 µM],9%[29.8 µM]
CNC(=O)c1ccc(N2C(=S)N(c3cnc(C#N)c(C(F)(F)F)c3)C(=O)C23CCC3)cc1F,-1%,-1%&9%[57.5 µM]
CC(C)Cc1ccc(CC(=O)O)cc1,-11%[53.3 µM],14%[57.5 µM]

# Additional structures
mol,FH mod,NTMT1 inhibitor
COc1cc2oc(-c3ccc(O)cc3O)cc2c(OC)c1CC=C(C)C,-9%[53.3 µM],-9%[29.8 µM]
CC1(C)Cc2c(-c3ccccc3)c(-c3ccc(Cl)cc3)c(CC(=O)O)n2C1,-13%,-1%&3%[57.5 µM]
C[C@H]1[C@H](NC(=O)C(=NOC(C)(C)C(=O)O)c2csc(N)n2)C(=O)N1S(=O)(=O)O,18%[53.3 µM],-24%[57.5 µM]
CC(C)/C=C1/NC(=O)C(C(C)C)n2c1nc1c(O)cccc1c2=O (stereo not given),1%[53.3 µM],-5%[29.8 µM]
COC(=O)Nc1ccc(-c2nc(N3CCOCC3)c3cnn(C4CCN(Cc5cccnc5)CC4)c3n2)cc1,-11%,?
Cc1sc2c(c1C)C(c1ccc(Cl)cc1)=N[C@H](CC(=O)NCCCCNC(=O)COc1cccc3c1C(=O)N([C@H]1CCC(=O)NC1=O)C3=O)c1nnc(C)n1-2,-1%,-9%[57.5 µM]
C=C1C[C@H]2[C@@H]3C=C(C)C4=CC(=O)CC[C@]4(C)[C@H]3CC[C@]2(C)[C@@]1(OC(C)=O)C(C)=O,-2%[53.3 µM],37%[activator][57.5 µM]
CC(C)C(=O)OC[C@H]1O[C@H](O[C@H]2O[C@H](CO)[C@@H](O)[C@H](O)[C@H]2O)[C@H](O)[C@@H](O)[C@@H]1O,4%[53.3 µM],6%[29.8 µM]
C=C1C(=O)O[C@H]2C[C@@H](C)[C@@H]3CCC(=O)[C@@]3(C)C[C@H]12,7%,2%[57.5 µM]
CC(C)n1c(C=C[C@H](O)C[C@H](O)CC(=O)O)c(-c2ccc(F)cc2)c2ccccc21,-9%[53.3 µM],21%[57.5 µM]
CC1CCC2C(C)(C)C(O)CCC2(C)C12Cc1c(O)cc3c(c1O2)C(N)=NC3 (stereo not given),1%[53.3 µM],-6%[29.8 µM]
COC(=O)C(Cc1ccc(OCCn2c(=O)sc3cc(C(=O)c4ccccc4)ccc32)cc1)C(=O)OC,-5%,4%[57.5 µM]
CCC(C)/C=C(C)/C=C/C1=CC2=C(Cl)C(=O)C(C)(OC(C)=O)C(=O)C2(O)C(OC)O1 (stereo not given),-4%[53.3 µM],-1%[29.8 µM]
COc1ccc2c(OC)c3ccoc3nc2c1OC,0%,-16%[57.5 µM]
CN(C)CCOc1ccc(-c2nc(-c3ccc4c(c3)CCC4=NO)c(-c3ccncc3)[nH]2)cc1,5%[53.3 µM],?
C=C1[C@H]2CC[C@H](C(=O)O)[C@@]23CC[C@H](C3)C1(C)C,-18%,19%[57.5 µM]
COc1nc(N)nc2c1ncn2[C@@H]1O[C@H](CO)[C@@H](O)[C@@H]1O,-5%&-2%[53.3 µM],?
Nc1ccccc1NC(=O)c1ccc(CNC(=O)OCc2cccnc2)cc1,3%,-9%
COc1c(C(C)C)c(O)c(O)c2c1C(OC)[C@H]1OC(=O)[C@@]23CCCC(C)(C)[C@H]13 (stereo not given in full),13µM*,12%[29.8 µM]
N#CC(CCCN1CCN(/N=C/c2cccnc2)CC1)(c1ccccc1)c1ccccc1,-12%,2%[57.5 µM]
CN1CC(=O)N2C(Cc3c([nH]c4ccccc34)[C@H]2c2ccc3c(c2)OCO3)C1=O (stereo not given in full),13%[53.3 µM],27%[57.5 µM]
CN(C)CCc1c[nH]c2ccc(Cn3cncn3)cc12,-2%[53.3 µM],-5%[57.5 µM]
CC12CCC3c4ccc(O)cc4CCC3C1CC(OC1OC(C(=O)O)C(O)C(O)C1O)C2O (stereo not given),-1%,16%[57.5 µM]
CCn1c(=O)c(-c2ccc(Cl)cc2Cl)cc2cnc(Nc3ccc(N4CCNCC4)c(F)c3)nc21,-3%,50µM*!
Nc1ccccc1N,-6%,22µM*
COc1cc(/C=C/C(=O)OC2[C@H](O)CC(O)(C(=O)O)C[C@H]2O)ccc1O (stereo not given in full),5%[53.3 µM],-4%[29.8 µM]
CC1OC(O[C@H]2CC[C@@]3(C)C(CC[C@]4(C)C3CC=C3C5CC(C)(C)CC[C@]5(C(=O)OC5OC(CO)C(OC6OC(COC7OCC(O)C(O)C7O)C(O)C(O)C6O)C(O)C5O)CC[C@]34C)C2(C)C)C(O)C(O)C1OC1OCC(OC2OCC(O)C(O)C2O)C(O)C1O (stereo not given in full),10%[13.5 µM],1%[6.45 µM]
CC(COc1ccccc1)NN (stereo not given),2%[53.3 µM],?
C=C(C(=O)O)C1CCC2(C)CCC(O)C(C)(O)C2C1 (stereo not given),8%,12%[57.5 µM]
C=C(C)[C@@]1(O)C[C@@]2(C)C(=CC1=O)CC[C@@H](O)[C@@H]2C,-5%,3%[57.5 µM]
C=C(C)C1CCC(C)C12CC(O)C1(C)OC1C2OC(=O)C(N)CCC(=O)O (stereo not given),2%[53.3 µM],0%[29.8 µM]
